Source: PubChem
hIAP inh: blocks human intestinal alkaline phosphatase. purified IAP, CDP-Star luminescence, 30 min. inhibition, % at 10 µM. 330,000 tested, 0.12% active;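 active = inhibition reaching a set limit with compound at 10 µM in the primary screen, cut at about 35% in these data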;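 also: plate controls were DMSO wells with enzyme for no effect and no-enzyme buffer wells for full effect; values of inactives mirror those of a sister screen read the other way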
Target sequence (P09923 whole entry, looked up): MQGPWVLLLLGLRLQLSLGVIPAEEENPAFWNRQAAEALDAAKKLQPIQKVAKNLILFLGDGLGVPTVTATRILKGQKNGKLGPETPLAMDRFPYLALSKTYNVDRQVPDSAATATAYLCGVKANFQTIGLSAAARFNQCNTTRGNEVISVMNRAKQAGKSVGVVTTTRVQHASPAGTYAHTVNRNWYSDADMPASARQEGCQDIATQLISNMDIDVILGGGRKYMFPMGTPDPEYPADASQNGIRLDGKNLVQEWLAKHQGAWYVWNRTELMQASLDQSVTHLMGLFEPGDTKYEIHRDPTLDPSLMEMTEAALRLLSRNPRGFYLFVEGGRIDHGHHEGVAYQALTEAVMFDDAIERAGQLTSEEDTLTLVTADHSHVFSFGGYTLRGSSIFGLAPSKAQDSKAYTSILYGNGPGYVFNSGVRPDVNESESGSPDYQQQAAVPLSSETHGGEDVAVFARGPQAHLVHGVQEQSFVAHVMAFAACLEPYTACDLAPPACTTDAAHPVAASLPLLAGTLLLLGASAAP
hIAP activ: human IAP activation | P09923 | purified human IAP, CDP-Star luminescence, 30 min; active compounds read high; 1 = vehicle-only enzyme, 0 = enzyme-free background | activation factor at 10 µM | 330,000 tested, 0.16% active | AID 2524;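 active = activation factor of the enzyme at least 2-fold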; also: the source names both 10 and 20 µM as test concentration; values of inactives mirror those of a sister screen read the other way
A3A deaminase: human APOBEC3A DNA deaminase inhibition; AID 493011; 330,000 tested, 0.41% active; recombinant A3A, FAM/TAMRA ssDNA deamination fluorescence; P31941; inhibition, % at 20 µM;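 active = at least 40% inhibition at 20 µM here, with at most 30% in a related deaminase screen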;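 also: plate controls were A3A with DMSO for no effect and wells lacking A3A enzyme for full effect; some results filed as inactive read as strong as hits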
Target sequence (P31941 whole entry, looked up): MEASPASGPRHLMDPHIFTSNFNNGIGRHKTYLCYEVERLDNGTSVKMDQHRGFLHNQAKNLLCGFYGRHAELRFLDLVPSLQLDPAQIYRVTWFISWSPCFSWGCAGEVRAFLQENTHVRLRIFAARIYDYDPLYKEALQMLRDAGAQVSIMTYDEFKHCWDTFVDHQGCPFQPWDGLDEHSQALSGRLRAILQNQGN
ATG4B inhibitor: ATG4B (human) cysteine protease inhibition; ATG4B cleavage of LC3-PLA2, NBD-HPC fluorescence, 1 h; AID 504462; inhibition, % at 8.33 µM; 340,000 tested, 0.51% active; Q9Y4P1; in the data active = inhibition above about 40%
beta cell repl: MIN6 beta-cell proliferation induction | 330,000 tested, 0.29% active | proliferation, % at 10 µM | MIN6 cells proliferation, ATPlite luminescence, 48 h; cells starved in 0.2% serum; 100% = growth in 10% serum;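 active = compounds whose signal lies at least 3.5 SD above the mean of all wells on their plate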;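 also: 0% = DMSO-treated cells in low-serum medium and 100% = 10% serum control; some compounds called inactive have numbers as strong as hits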
mIAP block: blocks mouse intestinal alkaline phosphatase; purified mouse IAP, CDP-Star luminescence, 30 min; AID 2806; 330,000 tested, 0.2% active; inhibition, % at 10 µM;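 active = inhibition of at least 40% at 10 µM in the primary screen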;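 also: plate controls were DMSO with enzyme for no effect and no enzyme wells for full effect; values of inactives mirror those of a sister screen read the other way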
mIAP activ: increases mouse intestinal alkaline phosphatase activity; muIAP, CDP-Star luminescence, 30 min; active compounds read high; 1 = vehicle-only enzyme signal, 0 = enzyme-free wells; activation factor at 10 µM; 330,000 tested, 0.24% active; AID 2805;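 active = activation factor of at least 2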; also: the source names both 10 and 20 µM as test concentration; values of inactives mirror those of a sister screen read the other way
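Assay system: mouse IAP enzyme; Reagent: CDP-Star chemiluminescent phosphatase substrate; Compound: DMSO-dissolved test compounds; Incubation: 30 min, room temperature; Technique: luminescence from enzymatic CDP-Star hydrolysis; Controls: DMSO-only wells and no-enzyme negative control.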
A3G deaminase: inhibitors of human APOBEC3G DNA deaminase | Q9HC16 | recombinant A3G, ssDNA deamination FAM/TAMRA fluorescence | inhibition, % at 20 µM | 330,000 tested, 0.28% active | AID 493012;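 active = inhibition of at least 40% at 20 µM, with no more than 30% in the related APOBEC3A deaminase screen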;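 also: plate controls were DMSO wells with A3G for no effect and wells lacking A3G enzyme for full effect; some compounds called inactive have numbers as strong as hits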
MPTP block: blocks calcium-induced mitochondrial swelling; isolated mouse mitochondria, Ca2+ swelling absorbance, 30 min; 360,000 tested, 1.4% active; inhibition, % at 10 µM; AID 602449;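 active = inhibition of 50% or more, scaled per plate between neutral and stimulator controls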;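 also: 0% = DMSO wells given calcium and 100% = 1 mM EGTA wells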
An asterisk follows results filed as active; · = no result given. Rows are unselected; about 3.3% have a hit in one of these screens.

SMILES	hIAP inh	hIAP activ	A3A deaminase	ATG4B inhibitor	beta cell repl	mIAP block	mIAP activ	A3G deaminase	MPTP block
Fc1ccc(/C=N/Nc2nc(-c3cccnc3)nc3ccccc23)cc1	-10	1.1	-2	3	-3	4	0.96	-3	5.8
COc1cc(C2SCC(=O)N2c2nnc(C34CC5CC(CC(C5)C3)C4)s2)cc(OC)c1OC (stereo not drawn)	4	0.96	-2	4	-4	0	1	4	-0.3
Cc1ccc(-c2nc(CS(=O)(=O)CC(=O)NCCCN(Cc3ccccc3)C(C)C)c(C)o2)cc1	-8	1.1	6	0	-6	-10	1.1	14	0.8
COc1ccc(CCNCC(O)Cn2c3ccccc3c3ccccc32)cc1OC (stereo not drawn)	-22	1.2	4	-11	-7	-12	1.1	-3	3.7
CC(C)Oc1ccc(S(=O)(=O)N2CCCCC2)cc1NC(=O)C1CCCC1	14	0.86	-2	-1	0	-13	1.1	-8	0.5
CCC/C=N/NC(=O)c1ccccc1O	4	0.96	-5	-4	4	-2	1	-10	-0.4
CCOc1ccc(C(C(=O)NCC2CCCO2)N(CCc2cccc(C)c2)C(=O)c2snc(C(N)=O)c2N)cc1 (stereo not drawn)	10	0.9	3	4	0	2	0.98	-7	0.0
COc1ccc(Nc2cccccc2=O)cc1	-26	1.3	6	0	3	0	1	-5	0.9
COc1ccc(-c2ccc(NS(=O)(=O)c3ccc([N+](=O)[O-])cc3)cc2)nn1	-37	1.4	-7	-5	-2	2	0.98	-10	1.5
C[C@H]([C@@H](N)C(=O)N[C@@H](C(=O)O)[C@@H]1O[C@H](n2ccc(=O)[nH]c2=O)[C@@H](O)[C@H]1O)[C@@H](O)c1ccc(O)cn1	-25	1.3	-4	-7	0	-9	1.1	-7	-0.3
COc1cc(/C=N/NC(=O)CNC(=O)c2ccncc2)ccc1OC(C)=O	25	0.75	9	-11	4	-9	1.1	25	-0.6
Cc1cc(NC(=O)c2ccccc2)n(C)n1	6	0.94	-4	-3	1	4	0.96	-10	-0.8
COc1cc(C(=O)NCC(=O)N/N=C/c2ccc(-c3cccc([N+](=O)[O-])c3)o2)cc(OC)c1OC	11	0.89	0	10	-1	2	0.98	-4	-0.5
Cc1onc(-c2ccccc2)c1C(=O)NC(=S)Nc1sc2c(c1C#N)CCCC2	-16	1.2	-5	-19	-6	16	0.84	-1	42
Cn1c(=O)c2c(ncn2CC(=O)NC2CCCCC2)n(C)c1=O	-17	1.2	-3	-3	11*	6	0.94	-6	-0.6
COc1cccc2c(=O)n(CC(=O)N3CCCc4ccccc43)ccc12	20	0.81	0	-22	7	3	0.97	-3	0.4
O=c1oc2ccccc2c(N2CCCC2)c1[N+](=O)[O-]	3	0.97	-2	4	-1	-12	1.1	-2	-0.1
Cn1c(CNc2ccc(Br)cc2)nc2ccccc21	9	0.91	-2	-1	-4	4	0.96	-7	1.4
CCC(CC)NC(=O)c1cc(OC)c(OC)c(OC)c1	-17	1.2	-4	7	-2	-10	1.1	-6	6.1
Cc1cc(Br)ccc1NC(=O)c1ccco1	22	0.78	-8	-5	-1	-6	1.1	-6	-1.6
CN(Cc1ccc(Cl)cc1)C(=O)CNC(=O)C12CC3CC(CC(C3)C1)C2	3	0.97	0	-5	-2	6	0.94	0	-1.5
c1cc(CNC2C3CC4CC(C3)CC2C4)ccn1 (stereo not drawn)	10	0.9	8	-1	-2	8	0.92	7	-3.0
CN(C)C(CNC(=O)c1ccc2ccccc2c1)c1ccco1 (stereo not drawn)	-25	1.2	-2	-4	-1	-4	1	-5	-5.2
CC(c1nnc(SCC(=O)Nc2cccnc2Cl)n1Cc1ccccc1)N(C)C (stereo not drawn)	-21	1.2	-1	0	2	-1	1	-5	-0.9
O=C(NCc1ccco1)c1cc([N+](=O)[O-])cc([N+](=O)[O-])c1	-7	1.1	-1	-6	-4	-6	1.1	2	1.6
CCN1C(=O)[C@H]2[C@H]3CN=C(SC)N3[C@@](CC)(C(=O)OC)[C@H]2C1=O	·	·	7	0	·	4	0.96	12	-1.1
CC1CCC(N2CCN(c3ccc([N+](=O)[O-])cc3)CC2)CC1 (stereo not drawn)	12	0.88	-1	2	-2	1	0.99	-1	0.6
Cc1c(S(=O)(=O)NCc2ccccc2)c(=O)n(C)c(=O)n1C	-2	1	-1	-4	2	7	0.93	-6	1.3
Cc1ccc(C)n1C(CC(=O)O)c1ccc(C#N)cc1 (stereo not drawn)	-3	1	4	0	1	5	0.95	-1	-1.0
CCN1C(=O)C2(C(C(=O)c3cc4ccccc4o3)=C(O)C(=O)N2CCCN(C)C)c2ccccc21 (stereo not drawn)	-11	1.1	-2	-3	-2	11	0.89	-3	·
CCOc1cc(/C=N/NC(=O)COc2ccccc2C)ccc1OC(=O)c1cccs1	14	0.86	0	-8	-4	8	0.93	-2	1.5
CCOCCCNC(=O)c1cc(-c2cccnc2)nc2ccc(S(=O)(=O)N3CCC(C)CC3)cc12	-27	1.3	-1	-2	1	5	0.95	1	-3.5
COc1ccc(CCN2CNc3c(c(=O)n(C)c(=O)n3C)C2)cc1	-6	1.1	-3	-1	0	-1	1	-7	0.2
O=C(COC(=O)c1cccc(S(=O)(=O)NCc2ccccc2)c1)c1ccccc1	6	0.94	3	47*	0	5	0.95	-9	0.4
O=C(CSc1cccc(C(F)(F)F)c1)Nc1ccc(Cl)cc1Cl	-18	1.2	-1	6	0	-11	1.1	-3	24
O=C(C1=C[C@H](c2ccc(Br)cc2)C[C@H](OCCCCO)O1)N1CCOCC1	20	0.8	0	11	-7	-1	1	5	-0.2
O=C(O)CCCCCNC(=O)CCn1cnc2ccccc2c1=O	3	0.97	-1	4	-1	0	1	-3	0.2
O=C1CCc2cc(S(=O)(=O)N3CCCC3C(=O)N3CCN(c4ccccc4)CC3)ccc2N1 (stereo not drawn)	-14	1.1	0	-2	0	2	0.98	12	-0.3
CC(=O)Nc1nnc(-c2ccc(Cl)s2)o1	10	0.9	-6	-1	2	0	1	-11	-1.5
CCCOc1cccc(C(=O)Nc2ccccc2C(=O)N2CCN(C)CC2)c1	0	1	-1	-1	-1	-4	1	-8	1.2
COC(=O)c1ccccc1OCC(=O)N1CCN(c2ccc(F)cc2)CC1	0	1	-1	-8	1	-5	1.1	-4	0.6
O=c1cc(-c2ccccc2O)nc(-c2ccccc2)[nH]1	0	1	-2	-1	-2	2	0.98	-1	0.2
S=C(Cc1cccnc1)N1CCOCC1	-11	1.1	0	2	1	14	0.86	17	-2.9
COc1cccc(C2C(C(=O)Nc3ccccc3)=C(C)N=c3s/c(=C/c4ccc(OCC(=O)O)cc4)c(=O)n32)c1 (stereo not drawn)	9	0.91	0	-8	1	6	0.94	-2	1.8
O=C(Nc1cccc2ccccc12)N1CCN(Cc2ccc3c(c2)OCO3)CC1	-7	1.1	1	-8	-2	-1	1	2	0.2
CCOc1ccccc1NC(=O)CSc1nnc(-c2ccco2)o1	-9	1.1	-3	-12	-1	11	0.89	-4	0.2
Cc1ccc(S(=O)(=O)Nc2cccc3c2O[C@H](CN(C)C(=O)Nc2ccc(C(F)(F)F)cc2)[C@@H](C)CN([C@H](C)CO)C3=O)cc1	4	0.96	-4	-4	-5	10	0.91	-9	1.5
O=C(NCc1ccccn1)C(=O)NCC1OCCCN1S(=O)(=O)c1cc(F)ccc1F (stereo not drawn)	-4	1	-5	8	2	-5	1.1	-5	0.3
COc1cc(C(=O)OCC(=O)Nc2cc(C)on2)ccc1OCc1ccccc1Cl	-7	1.1	3	13	-3	-5	1.1	27	1.2
CCN1C(=O)[C@H]2[C@@H](c3ccc(-c4ccc(OC)cc4)cc3)N3CCCC[C@@]3(C(=O)OC)[C@H]2C1=O	5	0.95	-5	-6	-8	28	0.72	-10	-1.5
Cc1ccc(C(=O)c2cc3c(cc2[N+](=O)[O-])OCCO3)cc1	19	0.81	1	1	1	4	0.96	-12	-0.7
CCN(CC)CCn1c(=S)[nH]c2cc(C(=O)N3CC(C)CC(C)C3)ccc2c1=O (stereo not drawn)	11	0.89	-1	-5	-3	8	0.92	1	-2.9
COc1ccc(C(C(=O)NCC2CCCO2)N(Cc2cccs2)C(=O)c2snc(C(N)=O)c2N)cc1OC (stereo not drawn)	-11	1.1	-5	3	-1	4	0.96	-7	-1.0
CCOC(=O)c1cnc(SC)nc1Nc1cccc(F)c1	6	0.94	4	-4	0	-1	1	2	0.1
O=[N+]([O-])c1cnc(N2CCCCC2)c([N+](=O)[O-])c1	9	0.91	-4	-9	-1	4	0.96	-8	0.5
CC1Cc2ccccc2N1C(=O)CSc1nnc(CNc2ccccc2)o1 (stereo not drawn)	11	0.89	2	-4	1	-3	1	-2	2.2
O=C(Nc1cc(=O)c2ccccc2o1)N1CCCCC1	10	0.9	-2	7	2	-9	1.1	-3	-1.6
O=C(c1ccco1)c1nnn(Cc2ccccc2)c1-c1ccccc1	6	0.94	-7	5	4	8	0.93	-7	0.1
CC1CN(C(=O)N(C)C)CCN1C(=O)N(C)C (stereo not drawn)	-4	1	-4	-5	-4	-2	1	-7	-4.4
CC(=O)N1CCN(CCN(CC2C(C)C=C(C)CC2C)C(C)=O)CC1 (stereo not drawn)	14	0.86	-1	-3	-1	-7	1.1	-5	-2.9

Later entries:
SMILES	hIAP inh	hIAP activ	A3A deaminase	ATG4B inhibitor	beta cell repl	mIAP block	mIAP activ	A3G deaminase	MPTP block
COc1ccc(NC(=O)CSc2nnc(Cc3cccn3C)n2-c2ccc(C)cc2)cc1OC	21	0.79	1	0	2	1	0.99	-1	-1.5
Cc1ccc(S(=O)(=O)CC(O)COc2ccccc2C#N)cc1 (stereo not drawn)	-4	1	-3	-2	-1	-5	1.1	-13	-2.4
NS(=O)(=O)c1ccc(CCNC(=O)c2cccc3ccccc23)cc1	12	0.88	0	-2	-3	5	0.95	-10	-1.7
C/C(=N\NC(=O)c1ccc(Cl)c(S(=O)(=O)Nc2ccccc2Cl)c1)c1ccncc1	-8	1.1	-3	0	-2	12	0.89	-4	-0.2
COc1ccc(-c2nn(-c3ccccc3)cc2C2CC(c3cccs3)=NN2C(=O)CCCC(=O)O)cc1 (stereo not drawn)	7	0.93	0	6	0	3	0.97	-4	0.7
Cc1cccc(C(=O)NNC(=O)C23CC4CC(CC(C4)C2)C3)c1O	-15	1.2	-5	-5	-3	14	0.86	-9	-1.5
CC(=O)c1c(C)nc(-c2ccc(OCC(=O)Nc3ccc(F)cc3)cc2)n1O	10	0.9	-3	-1	0	11	0.89	-9	-0.9
Cc1c(N)cccc1N	19	0.81	-6	5	1	6	0.94	3	0.1

Structures listed so far containing an aryl thioether with sulfur outside any ring, in the order listed:
SMILES	hIAP inh	hIAP activ	A3A deaminase	ATG4B inhibitor	beta cell repl	mIAP block	mIAP activ	A3G deaminase	MPTP block
CC(c1nnc(SCC(=O)Nc2cccnc2Cl)n1Cc1ccccc1)N(C)C (stereo not drawn)	-21	1.2	-1	0	2	-1	1	-5	-0.9
O=C(CSc1cccc(C(F)(F)F)c1)Nc1ccc(Cl)cc1Cl	-18	1.2	-1	6	0	-11	1.1	-3	24
CCOc1ccccc1NC(=O)CSc1nnc(-c2ccco2)o1	-9	1.1	-3	-12	-1	11	0.89	-4	0.2
CCOC(=O)c1cnc(SC)nc1Nc1cccc(F)c1	6	0.94	4	-4	0	-1	1	2	0.1
CC1Cc2ccccc2N1C(=O)CSc1nnc(CNc2ccccc2)o1 (stereo not drawn)	11	0.89	2	-4	1	-3	1	-2	2.2
COc1ccc(NC(=O)CSc2nnc(Cc3cccn3C)n2-c2ccc(C)cc2)cc1OC	21	0.79	1	0	2	1	0.99	-1	-1.5
